From PubChem
RBX1-CUL1 inh – human ROC1-CUL1 E3 ligase inhibition; P62877+Q13616; in vitro K48 di-Ub FRET, acceptor:donor ratio, 45 min; inhibition, % at 10 µM; 0.6% of 140,000 active; in the data active = inhibition above about 25%
Target sequence (P62877 whole entry, looked up): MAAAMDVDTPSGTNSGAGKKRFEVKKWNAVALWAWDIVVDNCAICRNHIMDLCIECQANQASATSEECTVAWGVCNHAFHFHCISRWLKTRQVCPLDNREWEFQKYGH
Target sequence (Q13616 whole entry, looked up): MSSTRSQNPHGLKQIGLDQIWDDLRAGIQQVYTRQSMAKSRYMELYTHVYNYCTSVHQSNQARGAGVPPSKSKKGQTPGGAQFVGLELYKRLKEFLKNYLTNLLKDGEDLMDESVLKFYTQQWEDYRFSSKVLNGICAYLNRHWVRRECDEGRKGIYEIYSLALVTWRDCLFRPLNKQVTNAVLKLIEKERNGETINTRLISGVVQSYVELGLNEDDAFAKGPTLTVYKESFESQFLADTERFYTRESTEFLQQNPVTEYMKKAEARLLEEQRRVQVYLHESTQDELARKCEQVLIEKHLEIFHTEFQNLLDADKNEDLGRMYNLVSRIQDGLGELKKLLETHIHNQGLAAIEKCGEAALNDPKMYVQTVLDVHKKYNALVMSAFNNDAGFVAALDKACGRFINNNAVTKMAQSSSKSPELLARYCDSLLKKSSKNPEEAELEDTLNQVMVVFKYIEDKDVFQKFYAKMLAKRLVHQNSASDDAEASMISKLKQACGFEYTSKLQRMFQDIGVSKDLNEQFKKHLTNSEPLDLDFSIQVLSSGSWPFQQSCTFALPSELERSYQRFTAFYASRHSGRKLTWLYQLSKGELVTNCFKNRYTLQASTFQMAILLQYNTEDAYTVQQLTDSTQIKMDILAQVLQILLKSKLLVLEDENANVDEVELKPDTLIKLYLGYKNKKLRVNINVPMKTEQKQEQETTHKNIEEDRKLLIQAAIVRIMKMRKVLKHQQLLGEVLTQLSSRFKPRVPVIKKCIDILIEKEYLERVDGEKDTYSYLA
Starred values were filed as active, the others as inactive. The list is partial; rates above refer to the full screens.

| Molecule | RBX1-CUL1 inh |
| --- | --- |
| CCc1ccc(NC(=O)Cn2c(=O)n(Cc3ccc(C)cc3)c(=O)c3cccnc32)cc1 | -1 |
| C=CCc1c(N(CC)CC)nc(C)[nH]c1=O | 4 |
| CCOC(=O)COc1c(Cl)cc(/C=C2/SC(=O)N(C(C)CC)C2=O)cc1OC (stereo not given) | -3 |
| Fc1ccc(-c2nnc3sc(-c4ccccn4)nn23)cc1 | -1 |
| COc1cc(NS(=O)(=O)c2cc3c(cc2C)N(C)CCO3)cc(OC)c1OC | 0 |
| COc1cccc2c1SCc1ccccc1C2CC(N)=O (stereo not given) | 8 |
| Cc1cnccc1N1CCCN([C@@H]2c3ccccc3C3(CCNCC3)[C@H]2O)CC1 | -1 |
| O=S(=O)(c1cccc2nsnc12)N1CCCC(CO)(Cc2ccccc2)C1 (stereo not given) | -3 |
| CCOc1ccc(Nc2nc(N)c(C(=O)c3ccccc3Cl)s2)cc1 | 6 |
| COCC1CCCCN1C(=O)c1cc(COc2ccc(F)cc2F)[nH]n1 (stereo not given) | -1 |
| CC1=Nc2nnnn2C(c2cccc(OCc3ccccc3)c2)C1C(=O)Nc1ccc(Cl)cc1 (stereo not given) | -7 |
| O[C@@H]1CN(CCCn2cccn2)CC[C@H]1N1CCN(c2ccccc2F)CC1 | -9 |
| NS(=O)(=O)c1ccc(CCNC(=O)Cn2c(-c3cccs3)cc3ccccc32)cc1 | -6 |
| CC(O)CN(C)CC/C=C1/c2ccccc2CSc2ccccc21 (stereo not given) | 10 |
| CCn1c(CNc2cc(Cl)ccc2Cl)nnc1SCC(=O)Nc1ccccc1Cl | 4 |
| Cc1ccc(NC(=O)CCCn2c(=O)c3cccn3c3cccnc32)cc1C | -5 |
| Cc1sc(NC(=S)NC(=O)C2CCCCC2)c(C(N)=O)c1C | -4 |
| Cc1nn(-c2ccccc2)c(C)c1CC(=O)N1CCC(n2c(C3CCCO3)nc3cc(C(F)(F)F)ccc32)CC1 (stereo not given) | -6 |
| Cc1nn(C)c(Cl)c1CN1CCN(CC(C)C)C(CCO)C1 (stereo not given) | -7 |
| CCOc1ccc(NS(=O)(=O)c2ccc3[nH]c4c(c3c2)CCCCC4)cc1 | -5 |
| Cc1ccc(S(=O)(=O)c2nnn3c2nc(NCc2ccccc2Cl)c2sccc23)cc1 | 2 |
| COC(F)(C(=O)Nc1cc(Br)cc2cccnc12)C(F)(F)F (stereo not given) | -11 |
| Cc1c(Cl)cccc1NC(=O)c1ccnn1C | 8 |
| CCOc1ccccc1C(=O)Nc1cc(OC)ccc1OC | 7 |
| CC(=O)c1cc(-c2ccccc2)n(CC(=O)O)c1C | 3 |

| Molecule | RBX1-CUL1 inh |
| --- | --- |
| CCOC1=CC(=N)CC(C)(C)C1 | -6 |
| CCCC(=O)NC(c1ccc(C)cc1)c1cc(Cl)c2cccnc2c1O (stereo not given) | -9 |
| COc1ccc(CNc2ccncc2)c(OC)c1OC | -3 |
| CN1CCN(S(=O)(=O)c2ccc(NC(=O)Nc3cccc(Cl)c3)cc2)CC1 | 5 |
| CC(=O)c1cccc(CN2CCC(C(=O)Nc3cccc(-c4nnc(C)s4)c3)CC2)c1 | -2 |
| C=CCn1c(SCC(=O)c2ccccc2)nc2ccccc2c1=O | 2 |
| c1ccc(-n2c3c(c4ccccc42)CCC3)cc1 | 2 |
| CCOc1ccc(NC(=O)C2Cc3ccccc3N2C(=O)c2ccccc2)cc1 (stereo not given) | -2 |
| O=C1OC(C(=O)Nc2cc(C(F)(F)F)ccc2Cl)Cc2ccccc21 (stereo not given) | 2 |
| O=C(Nc1c(F)c(F)c(F)c(F)c1F)c1cccc(Cn2cc(Cl)cn2)c1 | 13 |
| Cc1ccc(N2C(=O)CC(N3CCC4(CC3)OCCO4)C2=O)cc1 (stereo not given) | 3 |
| CCN1CCN(Cc2nc3cc(NC(=O)C4CCCCC4)ccc3n2C)CC1 | 0 |
| O=C(CCS(=O)(=O)c1cc(Br)cc2c1N(C(=O)C1CC1)CC2)Nc1ccc(F)cc1 | 7 |
| CC(=O)c1cccc(CN2CCC(CO)(CCOc3ccccc3)CC2)c1 | 1 |
| CCn1c(Cc2ccccc2)nnc1SCC(=O)Nc1ccc(C)c(Cl)c1 | 5 |
| O=C1CC2CC3C1C(Br)C2(Br)C31OCCO1 (stereo not given) | 10 |
| COc1cc(CN2CCN(C(C)=O)CC2)ccc1OCC(O)CN1CCCCCCC1 (stereo not given) | 5 |
| CCOC(=O)C1(CCOC)CCCN(Cc2ccc(NC(C)=O)cc2)C1 (stereo not given) | -7 |
| Cc1cccc(NC(=O)c2cc(C)oc2C)c1 | 1 |
| O=C(COc1ccc(Cl)cc1Cl)Nc1ccc(C(=O)NCc2ccccc2)cc1 | -4 |
| O=C1C2C3C=CC(CC3)C2C(=O)N1c1cc([N+](=O)[O-])ccc1Cl (stereo not given) | -8 |
| Cc1cccc(C)c1NC(=O)Cn1c(=O)n(Cc2ccc(C(=O)NCc3ccco3)cc2)c(=O)c2sccc21 | 3 |
| C1=C(N2CCCC2)Cc2ccccc21 | 13 |
| Cc1cccc(CSc2ccc3nnc(CCNS(=O)(=O)c4ccccc4)n3n2)c1 | 13 |
| CCOc1cc(/C=C2/SC(=O)N(CC(=O)OC)C2=O)ccc1OCc1ccc(Cl)cc1 | -15 |

| Molecule | RBX1-CUL1 inh |
| --- | --- |
| COc1cccc(C(=O)CSc2nn3c(=O)c4ccccc4nc3s2)c1 | 4 |
| COc1ccc(C(=O)CCc2ccc(Cl)cc2)cc1 | -6 |
| COc1ccc(-c2nc3n(n2)C(c2ccccc2F)C(C(=O)Nc2cccnc2)C(C)=N3)cc1OC (stereo not given) | 3 |
| C=CCn1c(SCC(=O)Nc2sc3c(c2C(=O)OC)CCCC3)nc2scc(-c3ccccc3)c2c1=O | -6 |
| Cc1oc2ncn(CC(C)C)c(=O)c2c1C(=O)NCCCN1CCC(C)CC1 | 1 |
| O=C(NCCc1ccccc1)c1c2c(nc3ccccc13)C(=O)N(C1CCCCC1)C2 | 0 |
| CCOC(=O)COc1ccc(-c2nnn(CC(=O)Nc3ccccc3)n2)cc1 | 5 |
| COc1cc2c(c(OC)c1OC)C(c1ccccc1C)CC(=O)N2 (stereo not given) | 2 |
| Cc1cc(C)cc(NC(=O)CSc2oc(-c3ccco3)nc2S(=O)(=O)c2ccccc2)c1 | -7 |
| N#CC1C(=N)Oc2c(ccc3cccnc23)C1c1ccc(Cl)cc1Cl (stereo not given) | -3 |
| O=C1C2N=NN(CC(=O)N3N=C4/C(=C/c5ccc(F)cc5)CCCC4C3c3ccc(F)cc3)C2C(=O)N1c1cccc2ccccc12 (stereo not given) | 3 |
| CC1(C)C(=O)C2(C(=O)N3CCc4ccccc43)CCC1C2 (stereo not given) | -6 |
| Cc1cc2nc(N3CCC(C(=O)NC4CCCCCC4)CC3)nc(C)c2cc1C | 2 |
| CNC12CC3CC(CC(C)(C3)C1)C2 | -4 |
| CCOc1ccc(/C=C/c2nc(C#N)c(N3CCN(c4ccc(OC)cc4)CC3)o2)cc1 | -1 |
| CCN(CC)CCCN1C(=O)C(=O)C(C(=O)c2ccc(C)cc2)C1c1ccc(C)cc1 (stereo not given) | 6 |
| FC(F)(F)Oc1ccc(Nc2ccnc3cc(Cl)ccc23)cc1 | 3 |
| Cc1oc2c(c1C(=O)Nc1ccccc1Br)C1=NCCN1C=N2 | -1 |
| COCc1ccc(C(=O)N2CCc3onc(-c4cccc(F)c4)c3C2)s1 | -1 |
| Cn1c(O)c(C=C2C=Nc3ccccc32)n(C)c1=S | 4 |
| CCN1CCN(C2(C(=O)NC(C)Cc3cnccn3)Cc3ccccc3C2)CC1 (stereo not given) | 15 |
| COc1ccc(NC(=O)c2sc(C)nc2C)c(OC)c1 | 1 |
| COc1cc(/C=C2\SC(=N)NC2=O)ccc1OCCOc1ccccc1Cl | 5 |
| C=CCn1c(SCC(=O)Nc2scc(-c3ccc(C)cc3)c2C(=O)OCC)nc2sc3c(c2c1=O)CCC3 | 1 |
| COc1cc(CNCc2ccccc2)ccc1OCCO | 7 |

Rewritten field by field: 4 of the compounds above.
CCN1CCN(C2(C(=O)NC(C)Cc3cnccn3)Cc3ccccc3C2)CC1 (stereo not given)
  RBX1-CUL1 inh: 15

COc1ccc(NC(=O)c2sc(C)nc2C)c(OC)c1
  RBX1-CUL1 inh: 1

COc1cc(/C=C2\SC(=N)NC2=O)ccc1OCCOc1ccccc1Cl
  RBX1-CUL1 inh: 5

C=CCn1c(SCC(=O)Nc2scc(-c3ccc(C)cc3)c2C(=O)OCC)nc2sc3c(c2c1=O)CCC3
  RBX1-CUL1 inh: 1

(continued)
| Molecule | RBX1-CUL1 inh |
| --- | --- |
| CCOC(=O)c1cccc(NC(=O)CCS(=O)(=O)c2ccc3c(c2)CC(=O)N3C)c1 | 0 |
| COc1ccc(-n2ccnc(NCCc3ccccc3)c2=O)cc1OC | -11 |
| COc1ccc(CNC(=O)CSc2nc3ccccc3nc2Cc2ccccc2OC)cc1 | 8 |
| CCOC(=O)C1C(=O)/C(=C/c2ccc(OCC(=O)O)c(OCC)c2)SC1=Nc1ccc(C)cc1 (stereo not given) | 11 |
| CC1(c2ccc(Cl)cc2)CC(C)(C)N(C(=O)c2ccccc2)c2ccccc21 (stereo not given) | -1 |
| Cc1cccc(C(=O)NCC(=O)OCc2cc(=O)n3nc(C4CC4)sc3n2)c1 | -2 |
| O=C(CN1C(=O)COc2ccc(S(=O)(=O)N3CCCCCC3)cc21)NCc1ccc(F)cc1 | -7 |
| C1CSC(CC2SCCS2)S1 | 3 |
| CCS(=O)(=O)Oc1ccc2cc(Br)ccc2c1 | -3 |
| CC(C)c1ccccc1NC(=O)C1CCN(C(=O)c2ccccc2F)CC1 | -4 |
| C=CCOc1c(Br)cc(/C=N/n2c(CC)n[nH]c2=S)cc1Br | -5 |
| CCN(CC)CCNC(=O)c1ccc(-n2c(-c3ccccc3)cc3c2CCCC3)cc1 | 2 |
| CC(C)NC(=O)C1CCN(C(=O)N2CCOc3ccc(Cl)cc32)CC1 | 4 |
| CC(C)OCCCNC(=O)c1ccc2c(c1)N(Cc1c(F)cccc1Cl)C(=O)c1ccccc1S2 | 0 |
| COc1ccc(-c2nc(SCC(=O)Nc3ccc4c(c3)OCCO4)c(-c3ccc(C)cc3)[nH]2)cc1OC | -4 |
| CCCCCCNC(=O)C1C2C=CC(O2)C1C(=O)O (stereo not given) | -6 |
| CC(C)(C)c1ccc(S(=O)(=O)Nc2cccc(C3OCCCO3)c2)cc1 | 3 |
| CCn1nc(C)c(CCN(C)C(=O)Nc2cc(Cl)c(OC)cc2OC)c1C | -7 |
| O=C(COCc1cc(-c2cccs2)on1)Nc1cccc(O)c1 | -8 |
| CCOc1ccc(N(CC)C(=O)c2cc3c(s2)-c2ccccc2OC3)cc1 | -7 |
| Cc1nc2ccccc2n1Cc1cc(C(=O)NCCN2CCCCC2)no1 | -2 |
| Cc1cc(C(F)(F)F)c2c(-c3ccc(C(C)(C)C)cc3)nn(-c3ccccc3)c2n1 | -7 |
| CCN1CCN(C(=O)C(C)Oc2cccc(C)c2)CC1 (stereo not given) | 7 |
| COc1ccc(-c2cc(F)cc3c2OC(CNC(=O)c2cccc(Cn4nc(C)cc4C)c2)C3)nn1 (stereo not given) | 8 |
| Cc1nnc(SCC(=O)c2ccc3c(c2)CCCC3)s1 | -6 |

| Molecule | RBX1-CUL1 inh |
| --- | --- |
| N#C/C(=C\c1ccc(-c2cc(Cl)ccc2Cl)o1)C(=O)Nc1ccccc1C(=O)O | 2 |
| O=C(NC(=S)N1CCN(c2nc(-c3ccccc3)cs2)CC1)c1cccnc1 | 4 |
| CC1CCCC(C)N1C(=O)Cn1cc(C(=O)C(F)(F)F)c2cc(Br)ccc21 (stereo not given) | 6 |
| COC(=O)c1cccc(OCCN)c1 | -3 |
| COc1cccc(C(=O)Oc2c(C(C)C)ccc(C)c2Cl)c1OC | -2 |
| N#CC(C#N)=C/C=C(\Sc1nc2ccccc2s1)c1ccc(Br)cc1 | 1 |
| Cc1ccc(-c2c(C)n3c4c(=O)n(C)c(=O)n(C)c4nc3n2CCO)cc1 | -10 |
| Cc1ccc(CNC(=O)CSC2=Nc3ccccc3N=C(c3ccc(F)cc3)C2)cc1 | 7 |
| COc1ccccc1CNC(=O)C1CCCN(C(=O)c2cnn(-c3ccc(F)cc3)c2-n2cccc2)C1 (stereo not given) | -6 |
| CCOC(=O)c1cnc2c(C)c(Cl)ccc2c1NCCc1ccccc1 | -1 |
| CCCN1CCCn2c1nc1c2c(=O)n(C)c(=O)n1C | 1 |
| CCSc1ccc2nc(-c3ccc(I)cc3)cn2c1 | 11 |
| COc1ccc(C(=O)NNC(=O)CSc2nnc(-c3ccc(O)cc3)n2-c2ccccc2)cc1 | -4 |
| Cc1ccc(NS(=O)(=O)c2cc(OCC(N)=O)c(C)cc2Cl)cc1C | -6 |
| CN(C)C(=O)c1ccc(N=CC2C(=O)NC(=O)N(c3ccccc3)C2=O)cc1 (stereo not given) | 4 |
| O=C(O)/C=C\C(=O)Nc1ccccc1C#Cc1ccc(Br)cc1 | 4 |
| Cc1sc(NC(=O)C2C3C=CC(C3)C2C(=O)O)c(C(N)=O)c1-c1ccc(C(C)C)cc1 (stereo not given) | 1 |
| CC1SC(c2ccc(Cl)c(Cl)c2)NC1=O (stereo not given) | 8 |
| O=C(COC(=O)C(Cc1ccccc1)N1C(=O)C2C3C=CC(C3)C2C1=O)c1ccccc1 (stereo not given) | -12 |
| Cc1ccc(NS(=O)(=O)c2ccccc2C)cc1Cl | 0 |
| COc1ccc(CC(=O)NCc2nc(-c3ccc(NC(=O)Cc4ccccc4)cc3)oc2C)cc1 | 5 |
| CSc1nnc(-c2cccs2)n1-c1ccccc1 | -5 |
| COc1ccccc1N1CCN(Cc2nc(NCc3ccc(C)o3)c3ccccc3n2)CC1 | 6 |
| Clc1ccc(-c2nnc(-c3cccs3)c(N3CCSCC3)n2)cc1 | 3 |
| O=C(Oc1ccc2cccc3c2c1C(=O)C=C3)c1ccccc1Br | 2 |
| CCCCC(CC)C(=O)Nc1ccccc1 (stereo not given) | 10 |
| CCOc1ccc(C)cc1S(=O)(=O)n1ccc(C)n1 | -5 |
| CCOCCc1nn2c(=O)cc(COC(=O)CNC(=O)c3ccc(C(C)(C)C)cc3)nc2s1 | -5 |

Part of the list above, as labelled records:
Cc1cc(C)cc(NC(=O)CSc2oc(-c3ccco3)nc2S(=O)(=O)c2ccccc2)c1
  RBX1-CUL1 inh: -7

C1CSC(CC2SCCS2)S1
  RBX1-CUL1 inh: 3
